Source: PubChem BioAssay
LMP1 NFkB inh – EBV LMP1-driven NF-kappaB luciferase reporter inhibitors, primary screen, cell-based, luminescence, single point; LMP1-induced NF-kappaB luciferase reporter cells; inhibition, % at 12.5 µM; 0.69% of 350,000 active; AID 504558, 2011; in the data active = inhibition above about 41%;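 note: 0% = neutral control wells and 100% = reference inhibitor control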
COUP-TFII inh – NR2F2 transcriptional activity inhibitors, primary screen, cell-based, luciferase reporter, HEK293T, luminescence; COUP transcription factor 2 (Homo sapiens), P24468; HEK293T NGFI-A luciferase reporter; inhibition, % at 8.6 µM; 0.7% of 370,000 active;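 active = inhibition above a per-plate cutoff, mean inhibition of test wells between control levels plus 3 SD, cut at about 38% in these data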;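 note: cells cotransfected with COUP-TFII expression vector driving the NGFI-A reporter; 0% = median of COUP-TF2 test wells and 100% = reporter-only cells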
Target sequence (P24468 whole entry, looked up): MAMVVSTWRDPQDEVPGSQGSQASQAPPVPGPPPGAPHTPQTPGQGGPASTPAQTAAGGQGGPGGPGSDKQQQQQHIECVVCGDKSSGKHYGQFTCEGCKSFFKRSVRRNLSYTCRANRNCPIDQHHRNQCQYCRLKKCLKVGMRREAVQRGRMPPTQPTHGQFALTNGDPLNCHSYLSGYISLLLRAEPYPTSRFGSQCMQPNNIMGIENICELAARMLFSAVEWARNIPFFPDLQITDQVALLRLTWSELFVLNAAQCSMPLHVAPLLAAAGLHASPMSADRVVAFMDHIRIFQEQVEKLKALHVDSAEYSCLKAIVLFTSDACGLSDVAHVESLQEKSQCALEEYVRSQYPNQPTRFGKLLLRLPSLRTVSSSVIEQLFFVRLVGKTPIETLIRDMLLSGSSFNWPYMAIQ
TLR9-MyD88 inh – inhibitors of TLR9-MyD88 association in cells, primary screen, cell-based, CHO, BLA complementation, fluorescence. Toll-like receptor 9 (Homo sapiens) + Myeloid differentiation primary response protein …. CCF4 FRET ratio. inhibition, % at 4.98 µM. 0.21% of 340,000 active;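 active = inhibition above the mean over all tested compounds plus 3 SD, cut at about 21% in these data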;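 note: 0% = DMSO only wells and 100% = clavulanate BLA inhibitor control wells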
SRC2 inh – inhibition of GAL4-SRC2 driven luciferase reporter, primary screen, SRC2 inhibitor project, cell-based, luminescence; HEK293 GAL4-SRC2 luciferase reporter; inhibition, % at 9 µM; 0.17% of 370,000 active; AID 651957, 2012;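 active = inhibition above the mean inhibition of all tested compounds plus 3 SD, set per campaign, cut at about 52% in these data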;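 note: 0% = DMSO treated cells and 100% = cells given Gossypol at 36 µM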
NOD2-RIPK2 inh – NOD2-RIPK2 binding disruptors in cells, primary screen, fluorescence, CHO cells, BLA complementation; Receptor-interacting serine/threonine-protein kinase 2 (Homo sapiens), O43353; CCF4 ratio; inhibition, % at 4.98 µM; 0.38% of 360,000 active; in the data active = inhibition above about 21%;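 note: 0% = vehicle only and 100% = reference blocker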
Target sequence (O43353 whole entry, looked up): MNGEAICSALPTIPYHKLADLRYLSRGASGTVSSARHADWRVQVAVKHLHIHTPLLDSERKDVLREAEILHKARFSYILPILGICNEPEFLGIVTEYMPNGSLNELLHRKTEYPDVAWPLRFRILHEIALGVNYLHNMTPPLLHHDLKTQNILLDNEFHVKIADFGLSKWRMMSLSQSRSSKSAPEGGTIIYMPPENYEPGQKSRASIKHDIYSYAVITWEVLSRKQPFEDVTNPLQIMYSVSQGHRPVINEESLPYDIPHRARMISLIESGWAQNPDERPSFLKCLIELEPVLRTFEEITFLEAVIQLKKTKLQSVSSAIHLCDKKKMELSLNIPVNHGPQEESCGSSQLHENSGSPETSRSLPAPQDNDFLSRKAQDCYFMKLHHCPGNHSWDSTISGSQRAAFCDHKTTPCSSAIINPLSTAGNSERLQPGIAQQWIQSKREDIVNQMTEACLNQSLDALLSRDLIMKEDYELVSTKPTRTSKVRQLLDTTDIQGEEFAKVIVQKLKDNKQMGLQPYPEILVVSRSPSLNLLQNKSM
NCOA1 inh – SRC1 coactivator transcriptional activity inhibitors, primary screen, cell-based, luminescence; Nuclear receptor coactivator 1 (Homo sapiens), Q15788; HEK293 GAL4-SRC1 luciferase reporter; inhibition, % at 3.6 µM; 0.12% of 360,000 active; AID 588354, 2011;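 active = inhibition above the campaign mean plus 3 SD, with each screening campaign given its own cutoff, cut at about 60% in these data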;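 note: 0% = DMSO treated cells and 100% = gossypol at 36 µM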
NR5A2 inv ag – LRH-1 (NR5A2) inverse agonists, primary screen, cell-based, luminescence, HEK293T, StAR-luciferase reporter | Nuclear receptor subfamily 5 group A member 2 (Homo sapiens), O00482 | LRH-1 transfected, 24 h | inhibition, % at 3.6 µM | 0.13% of 360,000 active;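 active = inhibition above the mean inhibition of all tested compounds plus 3 SD, cut at about 73% in these data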;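 note: 0% = DMSO wells and 100% = reporter-only cells lacking LRH-1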
NCOA3 inh – SRC3 coactivator transcriptional activity inhibitors, primary screen, cell-based, luminescence | 0.17% of 360,000 active | AID 588352, 2011 | Nuclear receptor coactivator 3 (Homo sapiens), Q9Y6Q9 | inhibition, % at 3.6 µM | HEK293 GAL4-SRC3 luciferase reporter;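 active = inhibition above a per-campaign cutoff, the mean of all compounds plus 3 SD, cut at about 60% in these data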;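 note: 0% = DMSO-treated cells and 100% = gossypol-treated cells at 36 µM; higher means less SRC3-driven luciferase light from the GAL4 reporter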
ABHD5 PLIN5 PPI – ABHD5-PLIN5 interaction inhibitors, primary screen, cell lysate, split luciferase complementation, luminescence; AID 602281, 2012; 0.78% of 360,000 active; Perilipin-5 (Homo sapiens) + 1-acylglycerol-3-phosphate O-acyltransferase ABHD5 (Homo …; inhibition, % at 4 µM; Split G. princeps luciferase complementation, 4 h;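 active = inhibition above the mean inhibition across every tested compound plus 3 SD, cut at about 22% in these data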;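 note: 0% = DMSO only wells and the 100% control is not disclosed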
MC4R barr agon – MC4R agonists recruiting beta-arrestin, primary screen, cell-based, luminescence, agonist arm of biased-ligand search; U2OS MC4R beta-arrestin complementation; percent of melanotan II response, DMSO zero; 0.98% of 360,000 active; activation, % at 8.9 µM;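 active = activation above a per-plate cutoff, the mean activation of sample wells on that plate plus 3 SD, cut at about 8% in these data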
MC4R antag cAMP – MC4R antagonists of cAMP signaling, primary screen, cell-based, TR-FRET, antagonist arm of biased-ligand search; MC4R-expressing cells, MTII-stimulated cAMP, LANCE TR-FRET; AID 540295, 2011; inhibition, % at 6.5 µM; 0.48% of 360,000 active; Melanocortin receptor 4 (Homo sapiens), P32245;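 active = inhibition above its plate's cutoff, the mean of tested wells on that plate plus 3 SD, cut at about 29% in these data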;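 note: 0% = Melanotan II alone and 100% = Melanotan II plus saturating MCL0020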
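Test system: U2OS cells stably expressing human melanocortin 4 receptor (MC4R); also added: Melanotan II challenge; compound: 6.5 µM single dose; timing: 30-min compound preincubation, 1-h Melanotan II challenge, 1-h detection, room temperature; signal: Eu-cAMP/anti-cAMP TR-FRET, emission 671 nm; repeats: one well per compound, no replicates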
* marks the source's active call; other numbers are inactive results; nt = not tested or not shown. A portion of the library; rates above refer to the full screens.

no.	LMP1 NFkB inh	COUP-TFII inh	TLR9-MyD88 inh	SRC2 inh	NOD2-RIPK2 inh	NCOA1 inh	NR5A2 inv ag	NCOA3 inh	ABHD5 PLIN5 PPI	MC4R barr agon	MC4R antag cAMP	SMILES
1	-8	4	8	-24	-16	9	16	-6	8	-1.3	6	O=C(O)C/C(=C\c1cc2c(cc1Br)OCO2)c1nc2ccccc2s1
2	-1	-9	5	-19	-7	-7	17	0	0	0.0	-4	Cc1c(C(=O)N2CCC2)oc2c(F)cccc12
3	-3	-7	-6	2	-2	-3	0	14	-1	-0.1	-7	CC(C)NC1(C(N)=O)CCN(Cc2ccccc2)CC1
4	9	19	-15	-30	-4	-24	-6	-23	3	-1.3	6	CCc1ccc(CN(C)C(=O)c2cc(COc3cc(C)c(Cl)c(C)c3)on2)nc1
5	-8	-5	-15	-22	-13	-8	8	-1	0	0.0	5	CC(=O)c1cccc(NC(=O)CN2CCN(Cc3ccccc3)CC2)c1
6	2	1	-2	-8	5	-21	6	-2	-11	0.1	5	CC1(c2ccccc2)CC2CC(c3ccccc3)N1O2 (stereo not given)
7	-7	23	-16	-10	-15	-11	-9	24	4	1.3	14	Cc1nn(-c2ccccc2)nc1C(=O)Oc1cc(C(F)(F)F)nn1-c1ccccc1
8	6	-1	2	-29	3	-13	8	12	-4	-3.6	8	CCOC(=O)[C@@H]1[C@H]2COc3cc(OC)ccc3[C@@H]2N2C(=O)N(c3ccc(Br)cc3)C(=O)[C@@]12C
9	-3	-5	-9	1	-23	-3	5	9	11	-1.9	-7	O=C(O)CCCNc1cc(N2CCN(C(=O)c3ccco3)CC2)c2noc3c2c1C(=O)c1ccccc1-3
10	4	-8	-5	7	2	-4	-1	-12	1	2.2	1	COc1ccccc1Nc1nc(N)nc(CSC(=S)N2CCN(c3ccccc3)CC2)n1
11	5	-23	-7	-22	4	8	0	4	21	2.7	4	Cc1cc(C)cc(NC(=O)COC(=O)CC2CCCC2)c1
12	10	5	-4	-2	-2	-5	12	-14	-1	-0.4	-1	Cn1cc(CNC(=O)COc2ccc(Cl)cc2Cl)cn1
13	-12	0	-14	6	-10	-17	10	9	2	-1.1	-2	Cc1c(N=c2scc(-c3ccccc3)n2CCO)c(=O)n(-c2ccccc2)n1C
14	-22	7	3	-27	-1	-3	-23	2	2	1.3	5	CCc1c(C)nc(Nc2nc(C)c3ccc(OC)cc3n2)[nH]c1=O
15	4	8	0	-4	9	-9	-15	-18	-4	-1.3	-2	CCCCC1=CC2=CC(=O)C(C)(OC(=O)CC)C(=O)C2=CN1C(CO)CO (stereo not given)
16	-3	-32	0	-9	6	-38	-35	-24	3	0.8	-1	Cc1ccccc1Nc1nc(NCc2ccco2)c2ccccc2n1
17	-10	-12	2	-5	1	-10	-29	2	3	-1.0	10	C/C=C/c1ccc(OCCCNC)c(OC)c1
18	21	9	2	-12	9	-19	8	-8	1	-4.0	-4	COc1cc([N+](=O)[O-])cc(/C=C2/SC(=S)N(Cc3ccccc3)C2=O)c1O
19	-19	3	-2	-4	-2	-11	-1	-22	-17	-0.7	9	COC(=O)C1=CO[C@@H](O[C@@H]2O[C@H](CO)[C@@H](O)[C@H](O)[C@H]2O)C2C(CO)=CCC12 (stereo not given in full)
20	4	15	-4	7	6	11	-14	1	-1	-0.5	3	CCOc1cccc2c1OC1(C)CC2NC(=O)N1c1cccc(C(=O)N2CCN(c3ccccn3)CC2)c1 (stereo not given)
21	-7	-8	-7	3	2	2	27	23	13	0.6	3	C=CCn1c(SCC(=O)/C(C#N)=C(\C)N)nc2sc(C)c(C)c2c1=O
22	-1	nt	-12	nt	0	0	6	11	2	0.9	15	COc1cc(/C=N/NC(=O)c2cccnc2)ccc1OC(=O)c1cccc(Br)c1
23	-24	-16	3	-35	-9	-79	-15	-43	-3	3.8	12	CC1=C(C(=O)Nc2ccccn2)C(c2ccc(Cl)cc2)NC(=S)N1 (stereo not given)
24	0	-5	1	15	2	7	10	-8	4	-1.0	0	Cc1ccc(S(=O)(=O)N2CCC(C(=O)NNC(=O)c3cccnc3)CC2)cc1
25	-4	-10	-2	-38	-16	-30	-12	-4	-5	-0.3	5	CCC1CCC(C(=O)NC(C(=O)Nc2ccc3c(c2)OCCO3)C(C)C)CC1 (stereo not given)
26	14	-5	-24	-1	14	2	-28	-1	4	-2.1	3	Cc1noc(C)c1NC(=O)Nc1cccc2c1O[C@H](CN(C)S(=O)(=O)c1c(C)noc1C)[C@@H](C)CN([C@H](C)CO)C2=O
27	12	55*	6	17	-1	0	46	4	-6	-1.1	5	Cc1ccc(CC(=O)Nc2ccncc2)cc1
28	4	-1	-6	-11	4	-20	-22	-16	-6	-1.8	0	CC[C@H](C)[C@H]1CNC(=S)N1CC1CCN(CC2CCC(C)CC2)CC1 (stereo not given in full)
29	6	-10	-1	-26	9	-29	-11	-22	0	-1.2	8	NNc1nccc(Nc2ccccc2C(=O)O)n1
30	-10	-11	19	-14	-5	-10	8	-3	4	-0.6	4	CC(=O)c1ccc(N(C)C)c2c(N(C)C)cccc12
31	-2	12	-4	-24	-11	14	-5	12	0	0.5	4	CCC(=O)N1CCc2cc(S(=O)(=O)NC(Cc3ccccc3)C(=O)NC3CCCCC3)ccc21 (stereo not given)
32	-3	-2	-3	8	-3	-3	-14	18	4	-2.2	5	Cc1nn(C(C)C(=O)O)c2ccccc12 (stereo not given)
33	-3	-3	1	-35	-6	5	-6	-7	0	-1.9	5	N#Cc1cnn(-c2ccc(F)cc2)c1N
34	-16	-38	0	-64	-8	-99	-112	-76	5	-1.1	1	Nc1cccc(-c2nc3ccccc3s2)c1
35	-1	5	-13	-2	2	-6	-12	5	4	-2.3	4	Cc1csc(NC(=O)C(NS(=O)(=O)c2ccc(Br)s2)c2ccccc2)n1 (stereo not given)
36	-3	1	-7	-11	-5	-7	8	0	-4	0.4	3	CNC(=S)N(CCCn1ccnc1)Cc1c(F)cccc1Cl
37	15	-14	10	-35	-6	-78	-145	-75	6	-0.3	5	CC(C)CCn1cnc2c(oc3nc4c(cc32)CCCC4)c1=O
38	5	-17	-10	-7	4	-20	10	6	2	-1.1	-5	COc1ccc(S(=O)(=O)/C(C#N)=C/Nc2ccc(NC(C)=O)cc2)cc1
39	-69	37*	8	0	23*	7	27	59	58*	-1.7	-7	CCN1C/C(=C/c2ccc(N3CCOCC3)cc2)C(=O)/C(=C/c2ccc(N3CCOCC3)cc2)C1
40	1	-4	1	-10	-15	-12	11	-12	10	-2.7	-8	CCN(CCCNC(=O)Cn1ncc2c([nH]c3ccccc32)c1=O)Cc1ccccc1
41	-9	-37	4	-18	13	4	-12	6	5	0.7	11	Cc1ccn2c(Nc3ccccc3C)c(-c3cccnc3)nc2c1
42	4	1	-6	-17	2	-5	-4	8	1	-2.5	11	CCOC(=O)CCC(=O)N1CCOCCOCCN(C(=O)CCC(=O)OCC)CCOCC1
43	2	-1	4	-5	-7	1	-2	2	11	1.7	8	CCOc1nc2ccccc2nc1NS(=O)(=O)c1ccccc1
44	nt	-16	nt	11	-6	nt	-6	nt	-3	nt	nt	Cc1ccc(N2CCN(C(=O)C(=O)c3cccc([N+](=O)[O-])c3)CC2)cc1
45	0	25	-2	-6	8	21	-16	17	2	-0.4	9	Cc1cc(C(=O)OCC(=O)Nc2cc(C(F)(F)F)ccc2N2CCOCC2)c(C)o1
46	1	-9	-2	-28	-5	1	-44	1	1	-0.9	8	CC(C)c1ccc(/C=C/C(=O)NC(=S)NN2CCOCC2)cc1
47	1	0	0	-14	-6	-23	7	10	8	-0.3	14	Cc1c(S(=O)(=O)N2CCC(C)CC2)c(=O)n(C)c(=O)n1C
48	-4	-12	-1	19	-23	-17	-3	6	1	-3.2	11	Cc1c(NC(=O)c2cc(-c3ccc(O)cc3)on2)c(=O)n(-c2ccccc2)n1C
49	7	12	-7	6	-16	13	11	5	-7	-1.2	-1	COc1cc(-c2nc3sc(C)c(C)c3c(=O)o2)cc(OC)c1OC
50	3	10	-3	-17	-15	-37	13	2	2	-0.8	6	O=C(CN1CCN(Cc2ccccc2)CC1)Nc1ccc(Cl)cn1
51	-4	0	-3	11	-8	-11	29	-5	4	-2.0	1	Cc1cc(C)c2cc(CN(CCO)C(=O)NC3CCCCC3)c(=O)[nH]c2c1
52	3	-8	2	-10	0	8	4	16	5	-1.8	-1	COc1ccccc1-n1c(CNC(=O)COc2ccccc2)n[nH]c1=S
53	0	-9	1	-20	-4	-18	-12	-16	-1	-3.5	0	Cc1cc(C)nc(Nc2n[nH]c(-c3ccccc3Br)n2)n1
54	nt	-16	nt	-3	-10	8	3	1	6	0.2	1	CC(=O)Nc1ccc(-c2ccnc3c2CC(C)(C(=O)Nc2ccc4c(c2)OCO4)O3)cc1 (stereo not given)
55	0	-1	8	13	-1	8	-1	-4	-6	0.5	9	COc1ccc(S(=O)(=O)NC2CC3CCC2C3)cc1Cl (stereo not given)
56	-3	7	-8	0	3	-8	6	19	0	-1.1	4	O=C(CCCSc1nc2ccccc2[nH]1)N1CCN(c2ccccc2)CC1
57	-3	-4	-3	2	0	-11	-4	10	-2	-2.4	9	NS(=O)(=O)c1cc(C(=O)OCCNC(=O)c2ccccc2)c(Cl)cc1Cl
58	-45	-54	-13	-27	-9	-102	-81	-65	-2	-1.5	-9	Cc1ccc2c(c1)N=C(c1ccc(Cl)cc1)CO2
59	-3	6	-18	-5	-2	-9	0	-8	-5	-0.3	2	O=C1C2C3C=CC(C3)C2C(=O)N1c1nccs1 (stereo not given)
60	10	2	2	4	3	7	24	14	0	-1.5	4	Cc1n[nH]c(C)c1CCC(=O)N/N=C/c1c[nH]c2ccccc12
61	-3	1	-2	18	-10	5	-1	1	-3	-2.8	3	COc1ccc(S(N)(=O)=O)cc1C(=O)OCC(=O)NC(C)(C#N)C1CC1 (stereo not given)
